TRb SRC2 PPI = disrupts binding of human TR beta to SRC2. P10828. TRbeta-SRC2 peptide binding, fluorescence polarization; receptor liganded with 1 µM T3. Potency, µM (titrated, usually from 106 µM), for inactives: at the highest dose activity change, negative = inhibition, usual class: inhibitors. 0.065% of 280,000 active;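 note: plate controls were bound peptide for no effect and peptide without receptor for full effect; nearly all actives have a fitted effect of over 50% in size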
Target sequence (P10828 whole entry, looked up): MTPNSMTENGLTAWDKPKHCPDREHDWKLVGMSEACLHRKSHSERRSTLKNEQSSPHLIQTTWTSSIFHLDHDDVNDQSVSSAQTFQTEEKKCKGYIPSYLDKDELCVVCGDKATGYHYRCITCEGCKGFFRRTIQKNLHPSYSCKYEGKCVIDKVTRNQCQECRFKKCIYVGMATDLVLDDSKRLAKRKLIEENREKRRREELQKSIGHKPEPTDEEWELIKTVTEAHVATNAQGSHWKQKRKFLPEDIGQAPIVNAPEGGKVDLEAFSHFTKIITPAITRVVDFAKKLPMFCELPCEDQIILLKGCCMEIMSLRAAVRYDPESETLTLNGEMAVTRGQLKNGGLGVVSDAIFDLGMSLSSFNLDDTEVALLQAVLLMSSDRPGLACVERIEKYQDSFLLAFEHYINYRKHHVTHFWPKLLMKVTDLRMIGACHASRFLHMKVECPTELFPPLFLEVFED
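TRb LBD 0.6 uM + Texas Red SRC2 peptide 20 nM, 1 uM T3, Tris buffer w/ 5% DMSO; compound pinned, 5 h RT; FP read ex 555/em 632; normalized to unbound and bound controls.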
HTT ATP protect = Huntington cell model cytoprotection by ATP luminescence; PC12 HTT-Q103 induced, cytoprotection, ATP luminescence, 40 h; Potency, µM (highest dose often 56.4 µM), for inactives: cytoprotection (ATP increase), most hits filed as activators; 0.14% of 230,000 active;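 note: % of control where 0% means no effect; nearly all actives have a fitted effect of over 45% in size; toxic huntingtin expression switched on by the ecdysone agonist tebufenozide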
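PC12 cells with ecdysone-inducible HTT exon 1 Q103-GFP, induced with 100 nM tebufenozide and co-treated with library compounds in a dose series (1536-well, 1500 cells/well). Cytoprotection read as ATP content by ATPlite luminescence.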
Tau ThT inhib = blocks human tau fibril formation measured by thioflavin T. Potency, µM (highest dose often 57.4 µM), without a hit: at the top dose activity, negative = inhibition, most hits filed as inhibitors. recombinant tau K18 P301L, heparin-induced fibrillization, ThT fluorescence. 2.1% of 270,000 active. AID 1460. P10636; note: % is set by controls: 0 for no effect and ±100 for the full control effect; nearly all actives have a fitted effect of over 55% in size
Target sequence (P10636 561-689 P618L limits assumed): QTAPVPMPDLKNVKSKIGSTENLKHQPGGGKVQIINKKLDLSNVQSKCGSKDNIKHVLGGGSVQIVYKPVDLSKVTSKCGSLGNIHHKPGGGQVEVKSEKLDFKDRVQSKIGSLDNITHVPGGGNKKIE
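Fibril formation assay: tau K18 P301L at 15 uM with trace Alexa 594 label, heparin inducer 20 uM, pH 7 sodium acetate buffer, 37 C for 6 hr; endpoint ThT signal.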
TR SRC2 fluor cs = counter-screen for TRb-SRC2 inhibitors: fluorescence interference | 0.29% of 280,000 active | TRb/SRC2 Texas Red total fluorescence interference | Potency, µM (top dose mostly 106 µM), inactives show top-dose fluorescence change, negative = quenching; active = well fitted curve in either direction with a large enough effect; inconclusive = small, poorly fitted or top-dose-only effect; note: % is set by controls: 0 for no effect and ±100 for the full control effect
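Human TRβ ligand-binding domain (0.6 uM) and Texas Red SRC2 peptide (20 nM) in Tris buffer with 1 uM T3 and 5% DMSO were incubated with pinned compound for 5 hr at ambient temperature. Total fluorescence was computed as S + 2P (555/632 nm).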
Tau fluor cs = counter-screen for tau fibril formation inhibitors; tau K18 P301L (four-repeat tau fragment) Alexa594 fluorescence, heparin fibrillization; Potency, µM (doses to about 57.7 µM), for the others: at the highest dose activity change, negative = decrease; 0.93% of 280,000 active; AID 1463; note: % is set by controls: 0 for no effect and ±100 for the full control effect; nearly all actives have a fitted effect of over 55% in size
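Human K18 P301L tau (15 uM unlabeled plus 0.24 uM Alexa 594-labeled, final) in 100 mM sodium acetate pH 7 was mixed with compound and 20 uM heparin and incubated 6 hr at 37 C.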
L3MBTL1 block = inhibitors of human L3MBTL1; Q9Y468; AlphaScreen L3MBTL1–H3K9me1 peptide binding; Potency, µM (titrated, usually from 57.1 µM), for the others: at the top dose activity, negative = inhibition, hits mostly inhibitors; 0.66% of 230,000 active; note: % is set by controls: 0 for no effect and ±100 for the full control effect; nearly all actives have a fitted effect of over 60% in size
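Displacement of a biotinylated histone H3(1-15) peptide monomethylated at Lys9 (75 nM) from L3MBTL1 (50 nM) was measured by AlphaScreen after a 30 min room-temperature compound incubation; cefsulodin titration served as intraplate control.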
Tau FP inhib = blocks human tau fibril formation measured by polarization | P10636 | K18 P301L tau heparin fibrillization, Alexa594 FP, 6 h | Potency, µM (highest dose often 57.7 µM), inactives show at the highest dose activity, negative = inhibition, actives largely listed as inhibitors | 0.39% of 280,000 active; note: % is set by controls: 0 for no effect and ±100 for the full control effect; nearly all actives have a fitted effect of over 55% in size
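Recombinant K18 P301L […], labeled with Alexa 594 at 0.24 uM over 15 uM unlabeled; heparin inducer 20 uM final; 37 C, 6 hr; FP endpoint.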
RECQ1 inh = inhibitors of human RECQ1 DNA helicase; P46063; RECQ1 DNA unwinding, red fluorescence kinetic read; Potency, µM (doses to about 57.3 µM), for the others: at the highest dose activity, negative = inhibition, actives largely listed as inhibitors; 0.54% of 240,000 active; AID 2549;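 note: plate controls were vehicle for no effect and no enzyme for full effect; nearly all actives have a fitted effect of over 30% in size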
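50 nM RECQ1T1 preincubated 15 min with compound in Tris pH 8.0 buffer with MgCl2, DTT, Tween-20 and 2.5 ug/ml poly(dI-dC); started with 200 nM TAMRA/BHQ-2 forked duplex and 2 mM ATP. Unwinding read as fluorescence (525/598 nm), two reads 2 h apart.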
* marks the source's active call; other numbers are inactive results; i = inactive; ? = inconclusive; . = no result given; & = joins results of further samples; ! = not active in a repeat; [ ] = another dose, or the depositor's remark. Unless noted, calls come from the whole dose curve; as a rule, active = well fitted curve in the direction sought with a large enough effect; inconclusive = small, poorly fitted or top-dose-only effect, or another doubt; inactive = no such curve, though single readings can be large; an effect the other way counts as inactive or inconclusive. Potency is the fitted concentration of half-maximal effect. Only part of the results is shown; the hit share may differ from the screen's.

SMILES	TRb SRC2 PPI	HTT ATP protect	Tau ThT inhib	TR SRC2 fluor cs	Tau fluor cs	L3MBTL1 block	Tau FP inhib	RECQ1 inh
Cc1cc2ccccc2n1CCNC(=O)Cc1ccccc1	-8.2%	-4.5%[10 µM]	?	-3.1%	-10.5%	-9.3%	-12.8%	-2.2%
CC(=O)c1c(C)n(Cc2ccccc2Cl)c2ccc(O)cc12	-5.0%	-35.6%[10 µM]	4.3%	-5.0%	0.2%	38.2%[activator]	8.5%	9.9%
CC(C)NS(=O)(=O)c1ccc(OCC(=O)N2CCN(C)CC2)cc1	6.7%	-17.6%	6.4%	1.9%	0.4%	-20.4%	-0.6%	-4.3%
Cc1ccccc1CN1CCN(C(=O)Cc2ccccc2)CC1	-8.1%	.	-3.9%	-0.3%	-5.8%	0.4%	-6.6%	i
Cc1cccc(-n2c(C)nc3ccccc3c2=O)n1	-3.0%	14.8%[10 µM]	-3.9%	-4.0%	-2.8%	-0.4%	4.8%	1.5%
O=C(O)c1cccc(Cl)c1	1.4%	-7.0%	.	-0.2%	.	.	.	1.1%
CC(C)Oc1ccc(C2(C#N)CC[N+](C)(C)CC2)cc1	0.6%	15.4%[10 µM]	-3.2%	-0.3%	0.4%	10.3%	1.4%	-7.8%
NS(=O)(=O)c1ccc(N2CCNCC2)cc1	-4.0%	-20.6%	6.8%	-3.7%	7.2%	1.0%	3.0%	6.3%
NCC1(CC(=O)O)CCCCC1	1.6%	?	-6.9%&-3.3%&-2.4%	-1.8%	-7.7%&-1.9%&-3.7%	3.7%	-2.8%&3.0%&-5.2%	-0.9%
Cc1cc(C)nc(N2Cc3ccccc3C2=N)n1	-7.8%	-45.6%[inhibitor]	3.1%	-3.3%	-2.3%	-7.0%	3.3%	3.5%
C=COCCn1c(C)c(C(C)=O)c2cc(O)ccc21	3.8%	2.1%[10 µM]	10.2%	-0.9%	5.8%	-22.2%	6.1%	3.7%
O=C(c1cccc(Cl)c1)C1CCCN(Cc2cccc3cnccc23)C1 (configuration not stated)	0.5%	21.2%[10 µM]	-18.1%	1.8%	-8.0%	-12.7%	-8.7%	i
COc1ccc(C)cc1NC1=NC(C)(C)CS1	0.4%	?	0.9%	-1.6%	7.6%	-23.6%	4.1%	-5.8%
C=CCN1CC[C@]23c4c5ccc(O)c4OC2C(=O)CC[C@]3(O)C1C5 (some centres not stated)	0.2%	-35.8%[inhibitor]	5.7%	-0.7%	3.3%	.	-1.9%	-10.8%
Clc1nc(Cl)nc(Nc2ccccc2Cl)n1	5.1%	-8.2%	.	-1.1%	.	.	.	-6.0%
CCCCn1c(N)c(N(CCOC)C(=O)CN2CC=C(c3ccccc3)CC2)c(=O)[nH]c1=O	2.5%	-23.2%	-11.0%	1.7%	-6.1%	.	-0.4%	i
O=C(c1cc2c(s1)CCCC2)N1CCC2(CC1)OCCO2	0.2%	-21.2%[0.074 µM]	-15.0%	-4.3%	-8.5%	0.6%[11.4 µM]	0.0%	-2.5%
CCNC(=O)[C@H]1O[C@@H](n2cnc3c(N)ncnc32)[C@H](O)[C@@H]1O	0.2%&3.0%&0.1%	-19.5%&-13.2%	-4.9%&-6.1%&-10.9%	-2.4%&0.0%&-0.7%	-6.2%&-2.8%&-9.2%	.	0.0%&0.9%&6.7%	12.1%&16.3%&-9.0%
COc1ccc(/C=C2\C(=O)NC(=O)N(Cc3ccccc3)C2=O)c(OC)c1OC	-5.5%	-25.7%	4.5%	1.0%	1.5%	36.2%[activator]	0.7%	i
NS(=O)(=O)c1cccc(N2CCNCC2)c1	5.3%	-2.6%[10 µM]	-8.2%	-4.5%	-2.3%	14.3%	8.6%	-10.6%
Cn1c(O)c(C(=Nc2ccccc2)SCc2ccc(Cl)cc2)c(=O)n(C)c1=O	1.3%	11.0%[10 µM]	?	1.5%	-9.9%	.	?	i
C#C[C@]1(O)CC[C@H]2[C@@H]3CCC4=CC(=O)CC[C@]4(C)[C@H]3CC[C@@]21C	4.4%	.	-6.7%	-2.9%	-10.1%	2.0%	-9.6%	26.5%
CC(=O)N1CCCSC1=Nc1ccccc1	5.0%	-0.6%[10 µM]	2.3%	-1.4%	4.5%	-5.2%	-5.2%	0.0%
COc1cc(C(C#N)N2CCOCC2)ccc1O (configuration not stated)	-12.6%	1.0%[10 µM]	0.3%	0.9%	5.1%	35.8%[activator]	3.9%	i
O=P(O)(O)COc1ccccc1O	2.4%	-7.9%	-9.5%	-1.0%	-6.9%	-0.6%	-5.0%	-9.8%

Seven structures already listed, sorted by length of the SMILES, smallest number first:
SMILES	TRb SRC2 PPI	HTT ATP protect	Tau ThT inhib	TR SRC2 fluor cs	Tau fluor cs	L3MBTL1 block	Tau FP inhib	RECQ1 inh
O=P(O)(O)COc1ccccc1O	2.4%	-7.9%	-9.5%	-1.0%	-6.9%	-0.6%	-5.0%	-9.8%
Clc1nc(Cl)nc(Nc2ccccc2Cl)n1	5.1%	-8.2%	.	-1.1%	.	.	.	-6.0%
COc1ccc(C)cc1NC1=NC(C)(C)CS1	0.4%	?	0.9%	-1.6%	7.6%	-23.6%	4.1%	-5.8%
Cc1cc(C)nc(N2Cc3ccccc3C2=N)n1	-7.8%	-45.6%[inhibitor]	3.1%	-3.3%	-2.3%	-7.0%	3.3%	3.5%
Cc1cccc(-n2c(C)nc3ccccc3c2=O)n1	-3.0%	14.8%[10 µM]	-3.9%	-4.0%	-2.8%	-0.4%	4.8%	1.5%
C=COCCn1c(C)c(C(C)=O)c2cc(O)ccc21	3.8%	2.1%[10 µM]	10.2%	-0.9%	5.8%	-22.2%	6.1%	3.7%
CC(C)Oc1ccc(C2(C#N)CC[N+](C)(C)CC2)cc1	0.6%	15.4%[10 µM]	-3.2%	-0.3%	0.4%	10.3%	1.4%	-7.8%

(more compounds)
SMILES	TRb SRC2 PPI	HTT ATP protect	Tau ThT inhib	TR SRC2 fluor cs	Tau fluor cs	L3MBTL1 block	Tau FP inhib	RECQ1 inh
CC1C(=O)OC2CCN3CC=C(COC(=O)[C@](C)(O)[C@]1(C)O)C23 (some centres not stated)	-0.4%	-50.0%[inhibitor]	-10.5%	0.0%	-8.1%	.	-0.1%	13.3%
O=C(CNS(=O)(=O)c1ccc(Br)s1)N1CCC2(CC1)OCCO2	-8.7%	1.5%	4.8%	-1.7%	4.3%	7.2%	1.5%	-4.9%
C=CC(C)(C)c1c2c(c(O)c3c(=O)c4ccc(O)c(O)c4oc13)C=CC(C)(C)O2	10.5%	-233.8%[inhibitor]	?	-2.3%	15.8µM*[quencher]	.	?	-18.0%
Cc1c(N=Cc2c(O)n(Cc3ccco3)c(=O)[nH]c2=O)c(=O)n(-c2ccccc2)n1C	3.8%	18.2%[10 µM]	?	-1.2%	2.7%	?	-0.1%	-0.7%
CN(C)[C@@H]1C(=O)C(C(N)=O)=C(O)[C@@]2(O)C(=O)C3=C(O)c4c(O)cccc4[C@@](C)(O)[C@H]3[C@H](O)[C@@H]12	0.3%[201 µM]	-11.7%	6.31µM*	15.8µM*![quencher]	?	1µM*!	11.2µM*	11.2µM*!
O=c1c2ccccc2nc(/C=C/c2ccc(F)cc2)n1-c1ccccn1	-1.5%	-4.7%[10 µM]	-1.5%	-0.3%	-4.4%	5.0%	-1.8%	7.7%
Cc1cc(C(=O)Nc2ccccc2)nn1C(C)(C)C	-3.4%	-12.2%[10 µM]	-12.3%	-2.2%	-18.9%	3.3%	-0.1%	-3.1%
Cc1ccc(Cn2c(C)c3cnn(CC(=O)N4CCC5(CC4)OCCO5)c(=O)c3c2C)cc1	-10.2%	-1.0%[10 µM]	-2.7%	-8.2%	0.0%	-13.4%	-0.5%	0.1%
Cc1ccc(N)c(N)c1	-5.7%&11.2%	-155.0%[inhibitor]	.	?	.	-11.9%	.	-1.9%&-5.2%
CN(C(=O)Cc1ccc(Cl)c(Cl)c1)[C@@H](CN1CCCC1)c1cccc(OCC(=O)O)c1	0.0%	-3.7%	1.6%	-1.4%	-1.4%	.	-7.7%	-2.2%
COc1cccc(CCNCc2cccc(C(F)(F)F)c2)c1	-4.6%	1.9%[10 µM]	-0.5%	0.3%	-2.0%	17.8%	1.9%	i
COc1ccc(-c2nnc3n2N(C(C)=O)C(c2ccc(Cl)c(Cl)c2)=C(C(C)=O)S3)cc1	-5.3%	.	?	-1.8%	-24.7%	.	-10.4%	.
CCCOC(=O)c1cc2c(cn1)[nH]c1ccccc12	2.7%	-34.3%[inhibitor]	?	-2.4%	?	.	-16.6%	i
CCOc1ccc(N2C(=O)NC(=O)/C(=C\c3ccccc3[N+](=O)[O-])C2=O)cc1	-4.3%	8.8%[10 µM]	?	0.4%	-15.8%	-0.7%	-7.2%	-2.5%
Cc1cccc(-n2c(O)c(/C=N/N3CCOCC3)c(=O)[nH]c2=S)c1	-3.1%	-3.3%[10 µM]	-7.1%	-4.0%	-0.9%	-19.0%	-6.7%	-26.0%
CCOCCCn1c(N)c(C(=O)Nc2sc3c(c2C(=O)OC)CCCC3)c2nc3ccccc3nc21	7.2%	-86.7%[inhibitor]	?	-2.4%	?	-4.7%	?	-4.6%
CC[N+](CC)(CC)CCCOC(=O)C(O)(c1ccccc1)C1CCCCC1 (configuration not stated)	-4.7%	12.8%	-4.3%	-6.4%	-1.0%	.	-8.4%	i
CCOc1ccc(NCc2cccn2-c2nnc(N3CCC(C(=O)NC(C)c4ccccc4)CC3)s2)cc1 (configuration not stated)	-2.6%	.	?	-21.3%	?	.	10.2%	.
O=c1[nH]c(=O)n(-c2ccccc2)c(O)c1N=Nc1ccc(Br)cc1	-4.0%	.	?	-7.6%	-8.5%	-5.1%	5.8%	i
CNC(=O)O/N=C(/C)SC	-1.3%	.	2.0%	-2.1%	2.0%	.	-4.1%	-1.5%

Screens deposited in PubChem BioAssay by National Center for Advancing Translational Sciences (NCATS).
